# Compound activity: PubChem BioAssay, several laboratories
# Rin1-Abl PPI inh = human Rin1-Abl interaction inhibition | TR-FRET Rin1/Abl binding, biochemical | inhibition, % at 7.35 µM | 0.4% of 360,000 active | P00519+Q13671; in the data active means inhibition above about 5%, passing the limit was not always enough
# Neddylation inh = cullin neddylation inhibition; P61081+Q13564; TR-FRET cullin neddylation, biochemical; calls only at 25 µM; 0.58% of 360,000 active; in the data active means inhibition above about 36%
# FAS TE block = inhibitors of human fatty acid synthase thioesterase domain; P49327; recombinant FAS-TE, OMFH fluorogenic substrate, fluorescence endpoint; inhibition, % at 15 µM; 0.67% of 360,000 active;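 active means compounds whose normalised, plate-corrected inhibition of enzyme fluorescence in the single-dose primary screen is 50% or more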;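 further: 0% = DMSO with enzyme and 100% = substrate without enzyme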
# CSN inh = inhibitors of human CSN-mediated cullin deneddylation. Purified CSN, SCF-Nedd8-OG deneddylation, fluorescence polarization. Q92905. 0.38% of 360,000 active. inhibition, % at 12.5 µM;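 active means pattern-corrected inhibition above about 35%, with an unprinted fluorescence ratio check between 0.5 and 1.5, limit read from the data, passing the limit was not always enough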;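 further: 0% = enzyme with substrate and 100% = substrate without enzyme; some results filed as inactive read as strong as hits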
#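 Schedule: reaction 90 min, room temperature / Assay system: HEK293T-derived human Csn5 enzyme / Input: Csn5 at 0.24 nM final / Measure: inhibition of Csn5 cleavage, % / Control set: substrate-only high control, full reaction low control / Technique: fluorescence polarization of the substrate / Buffer or medium: Tris/NaCl/DTT buffer, pH 7.5 / Reagent: SCFSkp2-Nedd8OG substrate at 10 nM final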
# MT1-MMP act inh = MT1-MMP (human) activation inhibition. HT1080 RFP-PRO-GFP cells, GFP/RFP ratio fluorescence, overnight; percent of plate control window, DMSO zero. GFP/RFP ratio change, % at 20 µM. AID 651647. P50281. 0.061% of 360,000 active;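 active means GFP/RFP ratio change of at least 30% with cell ATP level not reduced by more than half and red fluorescence within 50% of control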; further: strong numbers were not always called active
#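 Test system: HT1080 cells expressing an RFP-PRO-GFP fluorescent reporter construct / Compound dosing: single-point 20 µM compound, 1% DMSO / Schedule: cells overnight before dosing, compound overnight, 37 °C, 5% CO2 / Evaluation: GFP/RFP fluorescence ratio / Control set: DMSO and RFP-L50D-GFP cell wells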
# PABP1 MLLE inh = blocks PAM2 peptide binding to the PABP1 MLLE domain; P11940; GST-MLLE / FITC-PAM2 fluorescence polarization; inhibition, % at 20 µM; 0.36% of 360,000 active; AID 588489; in the data active means inhibition above about 35%, passing the limit was not always enough;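 further: plate controls were DMSO wells with GST-MLLE for no effect and wells lacking GST-MLLE protein for full effect; some results filed as inactive read as strong as hits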
# Target sequence (P11940 whole entry, looked up, the tested form may be a part): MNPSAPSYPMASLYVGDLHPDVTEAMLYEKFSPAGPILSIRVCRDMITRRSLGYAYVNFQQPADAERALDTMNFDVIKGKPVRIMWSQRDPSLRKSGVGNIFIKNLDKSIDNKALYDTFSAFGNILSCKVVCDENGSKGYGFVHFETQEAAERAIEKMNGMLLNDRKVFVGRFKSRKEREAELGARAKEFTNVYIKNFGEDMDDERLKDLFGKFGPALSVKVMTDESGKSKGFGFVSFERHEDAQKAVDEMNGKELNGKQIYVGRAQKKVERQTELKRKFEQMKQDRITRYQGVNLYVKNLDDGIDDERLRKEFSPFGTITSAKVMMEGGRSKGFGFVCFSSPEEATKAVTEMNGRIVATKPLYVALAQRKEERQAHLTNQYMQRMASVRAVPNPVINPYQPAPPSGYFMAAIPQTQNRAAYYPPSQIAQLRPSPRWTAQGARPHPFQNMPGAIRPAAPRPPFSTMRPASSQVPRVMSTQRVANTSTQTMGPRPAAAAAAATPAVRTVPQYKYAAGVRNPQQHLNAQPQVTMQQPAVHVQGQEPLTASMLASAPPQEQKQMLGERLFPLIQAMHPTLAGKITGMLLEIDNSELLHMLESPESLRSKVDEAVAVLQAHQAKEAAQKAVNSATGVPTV
# Rpn11 block = Rpn11 (human) deubiquitinase inhibition; O00487; human 26S proteasome, Ub4-pepOG fluorescence polarization; 20S core pre-blocked with epoxomicin; calls only at 20 µM; 0.59% of 360,000 active; AID 588493;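 active means inhibition at 20 µM, scaled to each plate's controls, above about 33%, limit read from the data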
# Target sequence (O00487 whole entry, looked up): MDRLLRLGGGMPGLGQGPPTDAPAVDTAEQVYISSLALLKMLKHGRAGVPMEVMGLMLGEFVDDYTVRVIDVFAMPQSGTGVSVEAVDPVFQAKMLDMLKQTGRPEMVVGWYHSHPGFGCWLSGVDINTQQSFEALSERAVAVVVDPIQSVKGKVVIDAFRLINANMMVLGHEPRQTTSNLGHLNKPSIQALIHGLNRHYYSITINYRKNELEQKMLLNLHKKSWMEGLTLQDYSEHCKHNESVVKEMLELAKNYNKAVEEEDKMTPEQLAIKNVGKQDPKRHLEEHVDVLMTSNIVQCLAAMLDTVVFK
# SKN-1 inh = C. elegans SKN-1 inhibition; inhibition, % at 21.8 µM; AID 624304; C. elegans VP596 Pgst-4::GFP/RFP ratio, acrylamide-induced, 24 h; 0.49% of 360,000 active;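 active means interference check ratio from 0.5 to 1.5 plus GFP to RFP signal ratio inhibition reaching or exceeding a fixed threshold, cut at about 30% in these data, passing the limit was not always enough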; further: some compounds called inactive have numbers as strong as hits
# NadD block = NadD (S. aureus) enzyme inhibition. inhibition, % at 20 µM. AID 602399. 0.78% of 360,000 active. purified NadD enzyme, colorimetric absorbance read-out; in the data active means inhibition above about 26%; further: some compounds past the cut are filed as inactive
# Numbers without * were called inactive; i = inactive; x = not tested or not shown; + = active, no number.
# Every second line gives: Rin1-Abl PPI inh, NadD block, SKN-1 inh, CSN inh, Neddylation inh, Rpn11 block, PABP1 MLLE inh, MT1-MMP act inh, FAS TE block
Cc1ccc(Cn2c(C)c(C(=O)NCc3ccc4c(c3)OCO4)sc2=O)cc1
    -1, -7, -2, -6, i, i, 3, 12, 15
O=C(NCc1nnnn1-c1ccc(Cl)cc1)c1ccc2c(c1)OCO2
    0, -3, 11, -3, i, i, -4, 3, -6
COc1ccc(N=C2C(=Nc3ccc(OC)cc3)N(c3ccc(OC)cc3)C(=S)N2c2ccccc2)cc1
    4, 30*, 5, 7, i, i, 27, -6, 28
COc1ccc(CC2(CO)CCN(Cc3ccncc3)CC2)cc1
    -6, -1, -1, 4, i, i, 6, -3, -6
COc1ccc(NC(=O)c2ccc(=O)oc2)cc1
    2, 0, -3, -2, i, i, 17, -6, -1
Cc1cc(NC(=O)COC(=O)CSc2nc3cc(Cl)ccc3n2Cc2ccccc2)no1
    -2, 1, 19, -3, i, i, -26, 0, 18
CCOc1cc(C(=S)N2CCOCC2)ccc1OS(=O)(=O)c1ccc(C)cc1
    0, -7, -3, 3, i, i, 25, 1, 18
CCOC(=O)C(CC)n1cnc2c(nnn2-c2ccc(F)cc2)c1=O (centres undefined)
    0, -3, -11, 3, i, i, -6, -3, -7
COc1ccc(C(=O)CN(C(=O)c2ccc(Cl)cc2)N2C(=O)c3ccccc3C2=O)cc1
    1, -9, -1, -2, i, i, -15, 9, 29
CCOc1ccccc1NC(=S)NCC1CCCO1 (centres undefined)
    -1, 2, 1, -6, i, i, -4, 3, -10
CC(C)(C)OC(=O)NC(Cc1ccccc1)C(=O)NCCCC(=O)O (centres undefined)
    0, -1, -2, 7, i, i, 5, 3, -4
N#CCCN1CCN(S(=O)(=O)c2ccc(S(=O)(=O)N3CCCCCC3)cc2)CC1
    -1, -5, -3, -4, i, i, -5, 3, -7
Cc1cc(C)c(S(=O)(=O)NCCc2ccccc2)c(C)c1
    0, -5, 8, 0, i, i, -19, -3, 17
COC(=O)NC(NC(=S)Nc1ccc([N+](=O)[O-])cc1)C(Cl)(Cl)Cl (centres undefined)
    6, 1, 3, 10, i, i, 21, 5, 46
CCCn1c(NC(=O)CSCC(=O)Nc2cc(C)on2)nc2ccccc21
    -1, -1, 10, 1, i, i, -63, 4, -6
CC12CN3CC(C)(CN(C1)C3c1ccc([N+](=O)[O-])o1)C2 (centres undefined)
    -2, -10, 6, 2, i, i, 0, -2, -6
CCOc1cc(N2CCOCC2)c(OCC)cc1NC(=O)c1ccc(OCc2c(C)noc2C)c(OC)c1
    2, 6, 6, -1, i, i, 6, 8, 3
COc1ccccc1NC(=S)N1CCN(c2cccc(C)c2C)CC1
    0, -1, 5, 2, i, i, -98, -1, 17
CC(C)N1CCc2c(sc(NC(=O)c3ccc(S(=O)(=O)N4CCCCC4C)cc3)c2C(N)=O)C1 (centres undefined)
    0, 2, -8, 7, i, i, -35, -19, -7
CC(=O)c1c(C)oc2ccc(N(C(C)=O)S(=O)(=O)c3ccc(F)cc3C)cc12
    0, 1, -4, -2, i, i, 8, -3, 14
Cc1csc(NC(=O)CCSCCc2ccccn2)n1
    -3, 3, -1, 4, i, i, 17, -4, 0
C(=N\Nc1nc(N2CCCCCC2)nc(N2CCCCCC2)n1)/c1ccccc1
    3, 8, 3, -1, i, i, 3, -14, 34
Cn1cnnc1SCc1ccc(F)c2ccccc12
    0, -2, -3, -1, i, i, -4, 3, -5
CC(C(=O)NCC1CCCCC1)N(C)CC(=O)Nc1ccc(N2CCOCC2)cc1 (centres undefined)
    3, -3, 5, -13, i, i, -9, 1, -4
N#Cc1c(N)[nH]c(C(=O)c2ccccc2)c1-c1ccccc1Br
    x, -5, 16, 3, i, x, x, 5, 6
COc1ccc(-c2noc3c2-c2nc(-c4c(F)cccc4F)sc2CC3)cc1
    1, -9, 15, -1, i, i, 8, -1, 26
Fc1ccc(-c2csc(N3CCC(c4ccccc4)C3)n2)cc1 (centres undefined)
    0, 14, -1, -4, i, i, -13, -3, 21
Cn1c(=O)c2c(nc3n2CC(O)CN3c2ccccc2)n(C)c1=O (centres undefined)
    -1, -3, -6, 2, i, i, -10, -1, -3
Cc1ccc2nc3c(c(C(=O)OCC(=O)N(C)C4CCS(=O)(=O)C4)c2c1)CCCC3 (centres undefined)
    1, -1, -1, -6, x, i, -8, -2, -2
COc1ccc(NC(=O)N(C)C[C@@H]2Oc3ccc(NC(=O)NC(C)C)cc3CC(=O)N([C@H](C)CO)C[C@@H]2C)cc1
    -1, 3, 4, -10, i, i, 2, 6, -17
O=C(COc1ncnc2sccc12)N1CCN(C(=O)c2ccco2)CC1
    2, 2, 0, -2, i, i, 3, -1, -5
CCCOC(=O)NC(CC)COC(=O)Nc1cccc(C)c1C (centres undefined)
    2, -7, -22, -6, i, i, 14, 1, -5
Cn1cc(C(=O)Nc2ccc(F)c(Cl)c2)cn1
    -2, 1, 3, -6, i, i, 0, -2, -5
Cc1cc([N+](=O)[O-])nn1Cc1noc(C(=O)NCCCn2ccnc2)n1
    3, 4, 15, -2, i, i, -3, 1, -2
N/C(=N\OC(=O)c1cccc(F)c1)c1cccc([N+](=O)[O-])c1
    4, -5, 8, 2, i, i, -5, -1, 11
CCC(=O)NCCc1nc2cc(NC(=O)c3ccc(Cl)cc3)ccc2n1C
    -2, -5, 9, -2, i, i, -5, 11, 2
Cc1ccc(CNc2nc3cc(-c4ccccc4)sc3c(=O)n2C)c(C)c1
    2, 14, 19, -2, i, i, 18, -3, 9
COc1ccc(F)c(CN2CCC(n3nccc3NC(=O)CCCc3ccccc3)CC2)c1
    3, -4, 1, 2, i, +, 8, -3, 2
COC(=O)[C@H](Cc1ccc(O)cc1)NC(=O)Cn1cnc2c(SC)nc(N)nc21
    1, -1, -7, -2, i, i, 10, 1, -8
Cc1oc2ccc(OCC(N)=O)cc2c1C(=O)OC(C)C
    -3, -2, 11, -3, i, i, 11, -2, -6

# Next section (2 carried over from the part before).
# Every second line gives: Rin1-Abl PPI inh, NadD block, SKN-1 inh, CSN inh, Neddylation inh, Rpn11 block, PABP1 MLLE inh, MT1-MMP act inh, FAS TE block
COC(=O)[C@H](Cc1ccc(O)cc1)NC(=O)Cn1cnc2c(SC)nc(N)nc21
    1, -1, -7, -2, i, i, 10, 1, -8
Cc1oc2ccc(OCC(N)=O)cc2c1C(=O)OC(C)C
    -3, -2, 11, -3, i, i, 11, -2, -6
O=C(CSc1nnc(Cc2ccccc2)o1)c1ccc2c(c1)OCO2
    -1, -10, 6, -2, i, i, -48, 0, 7
COC(=O)CCCn1cc(CN2CC(N3CCN(C4CCN(C)CC4)CC3)CS2(=O)=O)nn1 (centres undefined)
    x, 2, -1, 2, i, x, x, 4, -9
N#Cc1c(SCc2cccc(Cl)c2)sc(C(=O)c2ccccc2)c1N
    2, -2, -3, 6, i, i, 8, 2, 12
CC(=O)c1ccc(S(=O)(=O)Nc2cccc(-c3cn4c(n3)SCC4)c2)cc1
    -2, 7, -7, 2, i, i, 6, 5, -3
Cc1sc2ncnc(N3CCC(C(=O)NNC(=O)COc4ccc(Br)cc4)CC3)c2c1C
    -4, 14, 1, 0, i, i, -5, -5, 12
COc1ccc(CNC(=O)C2CCN(S(=O)(=O)c3ccc4c(c3)NC(=O)CO4)CC2)cc1
    3, 2, -2, 1, i, i, -7, 2, -4
CCN1CCN(Cc2ccc(NC(=O)c3cc(NC(=O)c4cc(-c5ccc(OC)cc5)n[nH]4)cc(OC)c3)cc2C(F)(F)F)CC1
    0, 13, -22, 10, i, i, -1, 11, 6
COc1ccc(NC(=O)Nc2cc(C(=O)O)ccc2N2CC3CC(C2)c2cccc(=O)n2C3)c(OC)c1 (centres undefined)
    4, 2, -8, 2, i, i, 6, 2, -6
CCOc1ccc(N2C(=O)/C(=C/c3ccccc3OCC(=O)OC)N(CC(=O)OC)C2=S)cc1
    0, -6, 3, 1, i, i, -2, -1, 17
COc1cccc(-c2cc(C(F)(F)F)n3ncc(C(=O)O)c3n2)c1
    -3, -4, 7, -1, i, i, -8, 6, -6
COC(=O)Cc1ccc(NC(=S)N2CCN(c3cc(Cl)ccc3C)CC2)cc1
    -1, -5, -13, 0, i, i, -118, 3, 5
NS(=O)(=O)c1ccc(NC(=O)COc2ccc(S(=O)(=O)N3CCCC3)cc2)cc1
    2, -8, -1, 2, i, i, 12, -1, -2
CCOc1ccccc1CNC(c1ccccc1)c1ccccc1
    0, 0, 6, -4, i, i, 4, -4, 23
CCN(CC)S(=O)(=O)c1cc(NC(=O)C2CC(=O)N(Cc3ccccc3)C2)ccc1Cl (centres undefined)
    2, 2, 6, -1, i, i, -6, 5, 8
CCOC(=O)C1=C(C)n2c(s/c(=C3\C(=O)Nc4ccccc43)c2=O)=NC1c1ccc(OC)cc1 (centres undefined)
    1, -15, 10, -4, i, i, 30, 3, 29
CC1CCN(S(=O)(=O)c2ccc3[nH]cc(C(=O)NCCN4CCOCC4)c(=O)c3c2)CC1
    2, 1, -7, 4, i, i, 3, -2, -2
COc1ccc(OC)c(C(=O)c2coc3ccc(O)c(CN(C)C)c23)c1
    -3, -7, 4, 1, i, i, -3, 1, -8
COc1ccc(OCCSc2nnnn2C2CCCCC2)cc1
    -2, -8, 17, 0, i, i, 0, -2, 9
C=CCOC(=O)C1=C[C@@H](c2ccc(C(F)(F)F)cc2)C[C@@H](OCCCCO)O1
    4, -9, -18, 0, i, i, -9, -3, 7
Cc1ccc(S(=O)(=O)N2CCOCC2)cc1NC(=O)COC(=O)/C=C/c1ccco1
    3, -7, 8, 1, i, i, 3, 8, -2
COc1ccc(NC(=O)Cn2c(=O)sc3ccccc32)cc1
    3, 3, 5, 1, i, i, 2, 9, -2
C=CC[C@H](CC(=O)N(CCO)Cc1ccccc1)C(=O)N[C@H](COC(=O)[C@H](CC=C)CC(=O)OC(C)(C)C)Cc1c[nH]c2ccccc12
    2, -7, -3, -1, i, i, -10, -6, 13
CCC(c1nnnn1C1CCCC1)N1CCN(c2ccccc2)CC1 (centres undefined)
    -4, -6, 3, 5, i, i, -12, 0, 2
O=Cc1ccccc1-n1cncn1
    2, -2, -6, -1, i, i, 2, -3, -3
O=c1cc(CN2CCN(CCO)CC2)c2cc3c(cc2o1)CCC3
    -1, -3, -4, 2, i, i, 5, 0, -7
CCN1CCN(C(=O)Nc2ccccc2OC)CC1
    -2, 2, -5, -2, i, i, -1, 6, -6
COC1CC(C)NC(=S)N1 (centres undefined)
    0, 4, -13, -2, i, i, -85, 2, -7
O=C(O)c1ccc(N2CCN(c3ccc(Cl)cc3)CC2)c([N+](=O)[O-])c1
    -2, -5, -23, -1, i, i, 1, 3, -7
Cc1cccc(N2C(=O)N3[C@H](c4ccc(F)cc4)[C@@H]4C(=O)N(C5CCCCC5)C(=O)[C@@H]4[C@]3(Cc3ccc(Cl)cc3)C2=O)c1
    -3, 6, -21, -1, i, i, 15, 1, 93*
COC(=O)C(=O)/C=C(\O)c1c(C)cc(C)cc1C
    -2, -2, -5, 5, i, i, 9, 8, -4
Cc1nc2c(c(=O)c3ccccc3n2C)c(=O)n1-c1ccc(F)cc1
    -3, 0, -3, 3, i, i, 1, 2, -4
CCOC(=O)C1=C(C)NC(=O)NC1c1c(OC)ccc2ccccc12 (centres undefined)
    -1, 4, 12, 5, i, i, -3, 6, -5
O=C(O)c1csc(Cc2ccccc2)n1
    0, 7, 2, -6, i, i, 4, 1, -1
CC1CC(C)CN(S(=O)(=O)c2ccc(C(C)(C)C)cc2)C1 (centres undefined)
    3, -4, 3, 1, i, i, 1, -7, 20
